# IP6K1 inh: blocks human inositol hexakisphosphate kinase 1. AID 1645851. IP6K1 kinase, ADP-Glo luminescence, 2 h; hits give low values. 0.81% of 140,000 active. activity change, % (series mostly up to about 58 µM); in the data active = activity change below about -25%
# Target sequence (Q92551 whole entry, looked up): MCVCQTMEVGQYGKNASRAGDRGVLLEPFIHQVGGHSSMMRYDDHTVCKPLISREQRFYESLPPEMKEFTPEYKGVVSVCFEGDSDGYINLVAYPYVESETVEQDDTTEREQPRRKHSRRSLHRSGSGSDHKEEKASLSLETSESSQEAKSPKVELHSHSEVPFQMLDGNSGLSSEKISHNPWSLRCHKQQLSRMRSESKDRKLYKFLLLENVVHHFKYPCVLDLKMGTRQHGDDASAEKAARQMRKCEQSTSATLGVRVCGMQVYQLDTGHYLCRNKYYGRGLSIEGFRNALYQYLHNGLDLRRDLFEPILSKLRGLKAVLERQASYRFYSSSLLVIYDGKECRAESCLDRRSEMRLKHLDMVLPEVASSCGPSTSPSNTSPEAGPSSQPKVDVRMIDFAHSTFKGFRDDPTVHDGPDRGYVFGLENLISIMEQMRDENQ
#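 ADP-Glo luminescence measures ADP made by human IP6K1 during a 2 h RT reaction with ATP/IP6 (mix at 1.3 mM/130 uM); top library doses 57.5 and 19.1 uM final.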
# Luciferase inh: Photinus pyralis luciferase inhibition | AID 1347043 | 2.5% of 76,000 active | purified P. pyralis luciferase, luminescence, biochemical | P08659 | Potency, µM (highest dose often 115 µM), without a hit: at the top dose activity change, negative = inhibition, actives largely listed as inhibitors; also: potency is read from the fitted curve at half-maximal effect; nearly all actives have a fitted effect of over 65% in size
#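 Purified P. pyralis luciferase (10nM final) in 50mM Tris acetate pH 7.5, 10mM Mg acetate, 0.01% Tween-20, 0.05% BSA with 10uM D-luciferin and 10uM ATP. Compounds titrated qHTS. Luminescence imaged on CCD.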
# NIH3T3 tox: NIH 3T3 cell cytotoxicity | Potency, µM (doses to about 96.7 µM), without a hit: at the highest dose activity change, negative = cytotoxicity, usual class: inhibitors | 4.3% of 94,000 active | NIH 3T3 viability, CellTiter-Glo ATP luminescence, 48-72 h; also: potency is read from the fitted curve at half-maximal effect; nearly all actives have a fitted effect of over 55% in size
#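 Luminescent ATP readout (CellTiter-Glo, 10 min RT) after 48 or 72 hr compound exposure of NIH 3T3 cells seeded at 400 cells/well in 1536-well format; quantitative HTS.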
# HEK cytotox: HEK 293 cell cytotoxicity. Potency, µM (series often up to 115 µM), without a hit: at the highest dose activity change, negative = cytotoxicity, actives largely listed as inhibitors. 6.6% of 94,000 active. AID 1345083. HEK 293 viability, ATP luminescence (CellTiter-Glo), 48-72 h; also: potency is read from the fitted curve at half-maximal effect; nearly all actives have a fitted effect of over 60% in size
#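 250 HEK 293 cells/well; compound by pintool; incubated 48 or 72 hr at 37 degree Celsius; CellTiter-Glo added, 10 min RT, luminescence imaged.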
# HEK293 viab: reduces viability of HEK-293 SNCA reporter cells. HEK-293-SNCA-luc viability, GF-AFC fluorescence, 24 h. Potency, µM (series often up to 57.1 µM), inactives show at the highest dose activity change, negative = cytotoxicity, most hits filed as cytotoxic. 0.12% of 150,000 active;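 also: potency is read from the fitted curve at half-maximal effect; 0% = DMSO-treated cells and -100% = medium-only wells without cells; nearly all actives have a fitted effect of over 30% in size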
#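 HEK-293-SNCA-luc cells (1500/well) plated 24 h, then exposed 24 h to a dilution series; GF-AFC added 30 min at 37C, fluorescence 405/540 nm; normalised to medium-only and DMSO wells, Hill fit.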
# SNCA expr inh: SNCA gene expression inhibition; HEK-293 SNCA-luciferase knock-in, luminescence, 24 h; Potency, µM (doses to about 57.2 µM), without a hit: at the top dose activity change, negative = inhibition, most hits filed as inhibitors; 0.17% of 140,000 active; AID 1671194;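 also: potency is read from the fitted curve at half-maximal effect; plate controls were DMSO cells for no effect and cell-free wells for full effect; nearly all actives have a fitted effect of over 45% in size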
# GPT2 inhibitor: blocks human glutamate pyruvate transaminase 2 | Potency, µM (series often up to 57.7 µM), for the others: top-dose activity change, negative = inhibition, most hits filed as inhibitors | Q8TD30 | Recombinant GPT2, coupled pyruvate oxidase/HRP Amplex Red fluorescence | 0.25% of 100,000 active; also: potency is read from the fitted curve at half-maximal effect; nearly all actives have a fitted effect of over 60% in size; many of its hits are not listed in these tables
# Target sequence (Q8TD30 whole entry, looked up): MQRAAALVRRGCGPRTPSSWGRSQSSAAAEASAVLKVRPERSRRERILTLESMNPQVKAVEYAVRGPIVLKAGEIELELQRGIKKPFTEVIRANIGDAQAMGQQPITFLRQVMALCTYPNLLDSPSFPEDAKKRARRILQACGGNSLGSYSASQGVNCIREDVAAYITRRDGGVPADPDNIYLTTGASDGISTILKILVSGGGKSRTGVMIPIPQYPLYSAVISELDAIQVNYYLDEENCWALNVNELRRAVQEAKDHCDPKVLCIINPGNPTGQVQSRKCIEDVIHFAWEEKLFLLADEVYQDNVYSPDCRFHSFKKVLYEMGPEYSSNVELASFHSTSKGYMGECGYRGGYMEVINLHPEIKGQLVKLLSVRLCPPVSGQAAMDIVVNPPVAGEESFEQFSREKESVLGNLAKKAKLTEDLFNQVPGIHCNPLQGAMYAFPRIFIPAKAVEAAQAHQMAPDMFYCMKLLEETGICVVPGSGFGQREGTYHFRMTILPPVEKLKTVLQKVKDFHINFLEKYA
#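 Inhibition is scored from Amplex Red fluorescence generated when pyruvate oxidase and HRP act on pyruvate released by GPT2. Reactions contain 10ng/uL enzyme, 250uM a-KG and 2mM L-alanine and run 30 min at room temperature.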
# * = called active by the depositor; i = inactive; u = inconclusive; x = not tested or not shown; [ ] = remark or other dose. Unless noted, calls follow the shape of the dose curve; as a rule, active = well fitted curve in the direction sought with a large enough effect; inconclusive = small, poorly fitted or top-dose-only effect, or another doubt; inactive = no such curve, though single readings can be large; an effect the other way counts as inactive or inconclusive. Unless noted, % is scaled to controls: 0 for no effect and ±100 for the full control effect. Compounds were not picked by outcome, and some 7.7% of all compounds hit somewhere here.
# Each structure is followed by: IP6K1 inh, Luciferase inh, NIH3T3 tox, HEK cytotox, HEK293 viab, SNCA expr inh, GPT2 inhibitor
Cc1cc(=O)n(CC(=O)Nc2ccc(N(C)C)cc2)c(-c2ccc(Cl)cc2)n1
 : -2, 10%, 3%, 13%, -2%, -27%, i
COc1ccc(C(=O)N2CCC[C@H]2c2nc(-c3ccc(F)cc3)no2)c(OC)c1
 : 1, u, u, u, -6%, 164%[activator], i
C[C@]1(O)CCN(C(=O)CC(c2ccccc2)c2ccccc2)C[C@@H]1O
 : 4, 0%, -6%, -23%, -1%, -21%, i
Cc1oc(C(O)c2ccccc2F)nc1C(=O)Nc1ccc2c(c1)NC(=O)CO2 (centres undefined)
 : 3, -14%[172 µM], -21%[138 µM], u, -1%[87.6 µM], 5%[87.6 µM], -9%[88.5 µM]
CC1(COc2cccnc2)COc2ccc(C(=O)N3CCOCC3)cc2N1 (centres undefined)
 : -1, 0%[172 µM], -28%[138 µM], u, -2%[87.6 µM], -8%[87.6 µM], 1%[88.5 µM]
Cn1ncc2c(NCc3cccc(Cl)c3)ncnc21
 : -4, x, x, x, -13%, 27%, x
CCN1CCN(c2ncc3c(n2)CCN(Cc2ccc(Br)s2)C3)CC1
 : -2, x, x, x, -11%, -15%, x
CC(/C=C/C1=CC2=CC(=O)C(C)(O)C(O)C2=CO1)=C\C(C)CCO (centres undefined)
 : 7, x, x, x, 3%, x, i
CC(=O)OC[C@@]12C(=O)C[C@@H](C)[C@]3(C[C@@H](c4ccoc4)O[C@H]3OC(C)=O)[C@H]1CCC[C@]21CO1
 : -11, x, x, x, -7%[23.9 µM], x, i
NC(=O)c1ccc(CC2CCN(C(=O)C3CCC3)CC2)cc1
 : -17, -1%, u, u, -2%, 10%, -4%
CC1=C[C@@H](CN2CCC(C(N)=O)CC2)[C@H](C(C)C)C[C@H]1Cc1nnc(-c2ccncc2)o1
 : -8, -6%[172 µM], -5%[174 µM], u, 1%[87.6 µM], 4%[87.6 µM], i
O=C1COc2cc(S(=O)(=O)CCC(=O)NC3CCCCC3)c(Cl)cc2N1
 : -5, x, x, x, 6%, -19%, x
CCNC(=O)N1CCCCCNC(=O)[C@@H]2CCC[C@@H]21
 : 5, 3%, -4%, 1%, 4%, 4%, 4%
O=C1N(Cc2cccc(F)c2F)CCCC1(O)CN1CCOCC1 (centres undefined)
 : 6, -2%, -6%, i, -7%, 10%, -13%
CSc1ccc(CCNC(=O)CN2C(=O)COc3ccc(S(=O)(=O)N4CCCC4)cc32)cc1
 : -14, x, x, x, -13%, -2%, x
COC(=O)C1=C(C)N=C2SC=C(CC(=O)NCc3cccc(F)c3)N2C1c1ccccc1 (centres undefined)
 : 1, -12%, u, u, -20%, 9%, -5%
Cc1[nH]c(=O)c(C#N)cc1C(=O)N1CCCC2(CCC(=O)N(C3CC3)C2)C1 (centres undefined)
 : 5, -1%, 4%, -1%, 11%, 17%, -7%
C[S+](=O)([O-])N1CCC(Cn2ccc3c(N4CCOCC4)nc(-c4cncnc4)cc32)CC1
 : -15, -6%, u, -15%, -1%, -2%, u
COCCN1C(=O)c2cccn2CC1CNS(=O)(=O)c1ccc(F)cc1 (centres undefined)
 : -1, -7%, i, i, 1%, 12%, i
COc1ccc(NC(=O)CN2C(=O)NC3(CCCCC3)C2=O)cc1
 : -3, 1%, -11%, u, -3%, -3%, -13%
CCn1nccc1C(=O)N1CCC2(CC1)c1[nH]c3ccc(OC)cc3c1CCN2C
 : 5, -7%, -20%, u, -2%[12.5 µM], 25%, i
COc1cncc([C@@H](NC(=O)c2cccc(-n3cccn3)c2)C2CC(O)C2)c1 (some centres undefined)
 : -12, 8%, -6%, i, 3%, 3%, u
CN(CC(=O)Nc1cccc(C#N)c1)S(=O)(=O)c1cc2c(cc1Cl)NC(=O)CO2
 : 2, x, x, x, -3%, 0%, x
Cc1ccccc1S(=O)(=O)N1CCC(CCC(=O)O)CC1
 : 25, -3%, i, -1%, -14%, 3%, -2%
COc1ccc2c(c1)CCN=C2C[C@H]1CN(C(=O)c2cccc(F)c2)CC[C@H]1CC(=O)O
 : 10, -5%, -2%, -13%, -3%, 2%, 1%
CCN(CC)CCCNC(=O)CCCn1ncn2c(cc3occc32)c1=O
 : 7, x, x, x, 9%, -5%, x
CCc1nc2c(c(-c3ccc(Cl)cc3)n1)CCN(Cc1ccsc1)CC2
 : 7, 9%, u, u, -9%, -29%, 2%
Cc1nc(C2CCCN(C(=O)CCC(C)C)C2)cc(N2CCCC2)n1 (centres undefined)
 : 6, 0%, -28%, -15%, -13%, -11%, -20%
CC(C)OCCCn1c(SCc2ccccc2Cl)nc2c(sc3ccccc32)c1=O
 : 4, x, x, x, -3%, -3%, x
COc1ccc(-c2nccn3cc(C(=O)NCCN4CCCCC4)nc23)cc1
 : 3, 3%, -20%, u, -24%, 12%, i

# Part of the list above in order of formula weight, falling.
# Each structure is followed by: IP6K1 inh, Luciferase inh, NIH3T3 tox, HEK cytotox, HEK293 viab, SNCA expr inh, GPT2 inhibitor
CSc1ccc(CCNC(=O)CN2C(=O)COc3ccc(S(=O)(=O)N4CCCC4)cc32)cc1
 : -14, x, x, x, -13%, -2%, x
CN(CC(=O)Nc1cccc(C#N)c1)S(=O)(=O)c1cc2c(cc1Cl)NC(=O)CO2
 : 2, x, x, x, -3%, 0%, x
CCn1nccc1C(=O)N1CCC2(CC1)c1[nH]c3ccc(OC)cc3c1CCN2C
 : 5, -7%, -20%, u, -2%[12.5 µM], 25%, i
CC1(COc2cccnc2)COc2ccc(C(=O)N3CCOCC3)cc2N1 (centres undefined)
 : -1, 0%[172 µM], -28%[138 µM], u, -2%[87.6 µM], -8%[87.6 µM], 1%[88.5 µM]
Cc1nc(C2CCCN(C(=O)CCC(C)C)C2)cc(N2CCCC2)n1 (centres undefined)
 : 6, 0%, -28%, -15%, -13%, -11%, -20%
CC(/C=C/C1=CC2=CC(=O)C(C)(O)C(O)C2=CO1)=C\C(C)CCO (centres undefined)
 : 7, x, x, x, 3%, x, i
Cc1ccccc1S(=O)(=O)N1CCC(CCC(=O)O)CC1
 : 25, -3%, i, -1%, -14%, 3%, -2%

# Following part:
# Each structure is followed by: IP6K1 inh, Luciferase inh, NIH3T3 tox, HEK cytotox, HEK293 viab, SNCA expr inh, GPT2 inhibitor
Cc1sc2ncnc(N3CCCN(C(=O)c4ccoc4)CC3)c2c1C
 : -4, 10%, u, u, -12%, -30%, 1%
COc1ccc(CNC(=O)C2CCN(S(=O)(=O)c3ccc4c(ccn4C)c3)CC2)cc1
 : -6, x, x, x, 11%, -20%, x
COCCCNC(=O)c1ccc(NC(=O)N2CCCCc3ccccc32)cc1
 : 0, x, x, x, -2%, -8%, x
COCCN1Cc2ccc(NCc3ccccc3)nc2C(C)(C(=O)N(C)CCOC)C1 (centres undefined)
 : 8, 10%[172 µM], u, u, 27%[87.6 µM], -23%[87.6 µM], -11%[88.5 µM]
COc1ccc(CNC(=O)c2cc3c(N4CCSCC4)nc(C)cn3n2)c(OC)c1
 : 10, 7%, u, u, 1%, 11%, u
O=C(c1cc(Cl)ccc1F)N1CCC(Cc2nc(-c3ccc(F)cc3)no2)CC1
 : 0, 13%, u, u, -3%, -8%, i
CS(=O)(=O)N1C[C@H]2CCN(Cc3c(F)cccc3Cl)C[C@H]21
 : 27, 0%, -27%, u, 4%[12.5 µM], u, i
CCN(CCCNC(=O)c1ccc(Sc2ccc(Cl)cc2)c(NC(C)=O)c1)c1ccccc1
 : 31, x, x, x, -27%, u, x
O=C(CCn1c(=O)c2ccccc2n(CC(=O)Nc2ccc(F)cc2)c1=O)NCCc1ccccc1
 : -7, x, x, x, 11%, 12%, x
CC1(CN2CCC(n3c(=O)[nH]c4ccccc43)CC2)OCc2ccccc2-n2cccc21 (centres undefined)
 : 16, x, x, x, 39%[23.9 µM], -10%[25.6 µM], u
CO[C@H]1CN(C2CCN(S(=O)(=O)c3ccc(C#N)cc3)CC2)[C@H]1c1cccnc1
 : 15, x, -23%, u, 4%, 0%, i
COc1ccc(C(=O)N[C@@H]2CCC[C@@H]2C(=O)N2CCN(c3ncccn3)CC2)cn1
 : -3, 7%, i, i, -22%, -13%, 3%
COCCNC(=O)CC[C@]12CC[C@](C)(O)C[C@H]1C(C)(C)C[C@@H]2NC(=O)CC(C)(C)C
 : -2, -5%[172 µM], -25%[174 µM], -17%[172 µM], -13%[87.6 µM], -21%[87.6 µM], i
O=C1CCC(C(=O)NCc2ccc(-c3cnc4c(Oc5ccccc5)nccn34)cc2)N1 (centres undefined)
 : -13, 12%[172 µM], u, u, -3%[87.6 µM], 46%[87.6 µM], i
Cc1ccc(C)c(Cn2c(SCC(=O)N(C)Cc3ccccc3)nc3ccccc32)c1
 : 20, x, x, x, -21%, u, x
C=CCCC(CN1CCOCC1)Oc1ccc(-c2nc(C)no2)cn1 (centres undefined)
 : -1, 9%, -15%, -33%, 5%, -21%, -9%
CCc1cnc(N)nc1NCc1nc(C(=O)NC)no1
 : 8, -22%, 2%, -11%, -5%, u, -14%
COc1ccc(Nc2cc(C)c3cc(NC(=O)Cc4ccc(Cl)cc4)ccc3n2)cc1
 : 16, x, x, x, -2%, -28%, x
Cc1ccc(C(=O)N2CCC(c3n[nH]c(=O)n3Cc3ccc(F)cc3)CC2)cc1
 : 3, 1%, -17%, 4%, 4%, 15%, i
COCC(=O)N1CCN(C(=O)c2cccnc2)C[C@H]1C(=O)N[C@@H](CC1CCCCC1)C(N)=O
 : -1, 1%, i, -1%, 1%, u, -6%
COc1ccccc1-c1ccc(CN2CCCCC2C(=O)NC(C)C)cc1 (centres undefined)
 : 11, x, u, 79µM*, x, x, x
O=C(C1CCCC1)N1C[C@@H](COc2ccncc2)[C@H](c2ccccn2)C1
 : 1, -2%, u, -7%, -9%, 22%, i
CCCN(CCC)CCCNC(=O)c1nn(C)c2c1CS(=O)(=O)c1ccccc1-2
 : -8, x, x, x, 12%, 5%, x
O=C(Cn1ccn2nc3c(c2c1=O)CCCC3)NCCCc1ccccc1
 : 29, 11%, -8%, -10%, 0%, -16%, u
Cn1cccc1CN1CCC2(C1)C(=NC1CCCCC1)NC(=O)N2c1cc(F)cc(F)c1 (centres undefined)
 : -2, x, -16%, u, -19%, 2%, u

# Assay outcomes from PubChem BioAssay.
